# ALOX12 inh: Primary qHTS assay for inhibitors of human arachidonate 12S-lipoxygenase (ALOX12): Round 2; Potency, µM (series often up to 108 µM), without a hit: at the highest dose activity change, negative = inhibition, hits mostly inhibitors; purified 12hLO, xylenol orange hydroperoxide absorbance; Polyunsaturated fatty acid lipoxygenase ALOX12 (Homo sapiens), P18054; hit rate 1.1% among 580,000; active means well fitted inhibition curve with a large enough effect; inconclusive means small, poorly fitted or top-dose-only effect, or another doubt; inactive means no such curve, though single readings can be large or run the other way
# Target sequence (P18054 whole entry, looked up): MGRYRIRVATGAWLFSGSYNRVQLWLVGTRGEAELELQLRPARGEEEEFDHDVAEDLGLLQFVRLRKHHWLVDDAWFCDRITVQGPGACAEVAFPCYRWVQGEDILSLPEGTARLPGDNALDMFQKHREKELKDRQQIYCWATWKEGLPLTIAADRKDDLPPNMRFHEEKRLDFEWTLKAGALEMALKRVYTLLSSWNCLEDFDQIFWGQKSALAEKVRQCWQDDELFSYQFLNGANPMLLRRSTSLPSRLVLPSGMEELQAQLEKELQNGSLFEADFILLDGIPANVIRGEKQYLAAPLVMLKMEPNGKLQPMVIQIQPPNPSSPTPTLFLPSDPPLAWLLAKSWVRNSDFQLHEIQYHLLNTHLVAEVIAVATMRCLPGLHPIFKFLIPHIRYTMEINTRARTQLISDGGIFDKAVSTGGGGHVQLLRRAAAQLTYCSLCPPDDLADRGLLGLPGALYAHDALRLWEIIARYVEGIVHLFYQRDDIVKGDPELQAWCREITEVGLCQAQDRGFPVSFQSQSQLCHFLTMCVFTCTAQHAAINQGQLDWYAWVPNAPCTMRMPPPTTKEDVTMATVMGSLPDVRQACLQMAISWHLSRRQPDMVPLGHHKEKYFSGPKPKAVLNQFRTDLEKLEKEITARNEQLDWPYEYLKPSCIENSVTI
#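 Purified human 12hLO (150 nM final) in 25 mM Hepes, 0.01% Triton X-100, pH 7.0 was preincubated 15 min at room temperature with compound. Then 40 uM arachidonic acid was added, 30 min. Hydroperoxide was read by Fe-XO absorbance ratio 573/405 nm.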
# * = called active by the depositor; ? = inconclusive; [ ] = remark or other dose. On the % scale 0 is the no-effect control and ±100 the full control effect; potency means the concentration at half of the fitted maximal effect. This is a subset. The share of hits here may be higher or lower than overall.
SMILES,ALOX12 inh
Cc1ccc(C(=O)N2CCn3c(nn(-c4ccc([N+](=O)[O-])cc4)c3=O)C2)cc1,16%
Cc1nnc(-c2cc(N3CCN(c4ccccn4)CC3)ccn2)n1C1CCCCC1,6%[176 µM]
CCOC(=O)N1CCC2(CC1)N=C(CCC(C)C)NC2=O,83%[activator]
COc1cccc(CNC(=O)C2CCN(S(=O)(=O)c3ccc4c(c3)C(C)(C)C(=O)N4C)CC2)c1,11%
CC(=O)N[C@@H]1C=C(C(=O)NCCC(N)=O)C[C@@H](O)[C@@H]1O,?
N#Cc1cccc(NC(=O)c2ccccc2Oc2ccccc2)c1,3%
O=C(O)C(Sc1nccc2ccccc12)c1ccccc1 (configuration not stated),?
Cc1cc(N2CCNC[C@@H]2C)ccc1N1CCN(Cc2ccccc2)[C@H](C)C1,?
CCOc1ccc(C=Nc2ccc(N(C)C)cc2)cc1,32µM*
COC(=O)c1[nH]c2ccc(F)cc2c1NC(=O)CCN1CCC(C(N)=O)CC1,-2%
CSCC[C@H](NC(=O)CSc1cc(Cl)ccc1Cl)c1nc2ccccc2[nH]1,45µM*
CCCOc1cc(C)c(C)cc1S(=O)(=O)Nc1cccnc1,22%
O=C(c1ccccc1F)N1CCC(CCOc2ccccc2)C1 (configuration not stated),31%[activator]
C[C@@H]1ON(C)[C@H]2C[C@H]3c4[nH]c5c(-c6ccc(Cl)cc6)cccc5c4CCN3C(=O)[C@@H]12,-2%
Cc1nc(N2CCC(NC(=O)c3ccc(F)cc3)CC2)cc(C(F)(F)F)n1,38%[activator]
CN(Cc1ccccc1)C(=O)c1ccc2c(c1)NC(C)(COc1ccccc1)CO2 (configuration not stated),?
Cn1cc(C(=O)N2CCN(S(=O)(=O)c3ccccc3F)CC2)c2ccccc21,7%
CC(c1cccc(-c2cnc(C(=O)O)cn2)c1)N1CCCC1 (configuration not stated),?
CCN1CCN(C(=O)c2cc3cc(Cl)cc(Cl)c3oc2=O)CC1,0%
CNC(=O)[C@H]1C[C@H](Oc2ccccc2)CN1S(=O)(=O)c1cn(C)cn1,63%[activator]
Cc1ccc(CNS(=O)(=O)c2ccc(N3C(=O)C(C)CS3(=O)=O)cc2)cc1 (configuration not stated),?
Cc1noc(-c2ccc(OC3CN(C(=O)Cc4ccsc4)C3)cc2)n1,?
CCCN1CCC2(CCN(C(=O)c3ccc(OC)cc3)CC2)Oc2ccccc21,23%
CCCn1c(CN2CCCCCC2)nc2cc(NC(=O)Cn3nc(C)c4ccccc4c3=O)ccc21,9%
COC(=O)[C@@H]1CCCN1Cc1ccc2c(c1)CN(Cc1cccn1-c1ccc(Cl)cn1)CCO2,10%
CC(C)CN1C(=O)c2cccn2CC1C(=O)O (configuration not stated),23%
CCOc1ccc(C(=O)CC2(O)C(=O)Nc3ccc(C)cc32)cc1 (configuration not stated),21%
COC(=O)c1ccc(C(=O)Oc2ccc3c(c2)CCC3)cc1,13%
CC(Cc1ccco1)NS(=O)(=O)N1CCOCC1 (configuration not stated),4%
O=C(CCc1ccccc1)Nc1cccc2cccnc12,10%
Fc1ccc(N/N=C/c2ccc(Cl)cc2Cl)c(F)c1,?
CN(c1ccccc1)c1cc(=O)c2ccnc(-c3ccnn3C)c2o1,-24%[176 µM]
CCc1cccc(NC(=O)C2CCCCC(=O)N2)c1 (configuration not stated),14%
COc1ccc(-c2c(NC(=O)c3ccc([N+](=O)[O-])cc3)oc3ccccc3c2=O)cc1,-22%
CC1=NS(=O)(=O)N(C)C=C1C(=O)OCc1nc(-c2cccc(F)c2)no1,23%
COc1ccc(OC)c2[nH]c(C(=O)NCC(=O)NCC(=O)O)cc12,?
O=C1N(CCc2ccccc2)CCOC12CCN(Cc1ccc3c(c1)CCO3)CC2,?
COc1ccc(-c2[nH]nc3ncc(-c4ccccc4O)nc23)c(C)c1,13%[176 µM]
Cc1cccc(NC(=O)CCS(=O)(=O)c2ccc3nc(C)sc3c2)c1,444%[activator]
O=C(COC(=O)c1c(Cl)cccc1Cl)NCc1ccc2c(c1)OCO2,-4%
Cc1[nH]nc2c1C(c1ccc(Br)cc1)N(c1ccc(Br)cc1)C2=O (configuration not stated),?
FC(F)(F)c1ccccc1-c1nc(N2CCNCC2)c2ccccc2n1,0%
CC1=C(COc2c3occc3cc3ccc(=O)oc23)CC(C)(C)CC1,11%
COc1ccc(-c2noc(CC3CCN(C(=O)c4cc(F)ccc4F)CC3)n2)cc1,21%
Cc1ccc(C(=O)NCC(=O)NCC#Cc2cccc(C(F)(F)F)c2)cc1,-24%
COc1ccc(CNC(=O)CC[C@H]2CNC(=O)[C@@H]3[C@@H](CCN3Cc3ncc[nH]3)N2C)cc1,93%[activator]
O=C(c1cnco1)N1CCc2nn(CC3CC3)c(=O)n2CC1,5%
O=C(CSc1n[nH]c(-c2cc(Br)ccc2O)n1)N1CCOCC1,-1%
N#Cc1c(NC(=O)CSc2nccn2Cc2ccccc2)sc2c1CCC2,-6%
CN1CCN(c2ncnc3ccc(-c4cccc(NS(C)(=O)=O)c4)cc23)CC1,?
# Additional entries.
SMILES,ALOX12 inh
O=C(NC1CCN(c2cn[nH]c(=O)c2)CC1)C1CCCCC1,17%
CNC(=O)[C@@H]1CN(C(=O)c2ccc(C)cc2C)C[C@H]1COC,18%
O=C(O)CCc1ccc(S(=O)(=O)Nc2ccc3c(c2)CCC3)cc1,5%
COc1ccccc1N1CCN(CC[C@H]2CN(C(=O)C3CC3)CC[C@H]2CC(=O)O)CC1,6%[176 µM]
CC(C)NC(=O)N1CCC2(CC1)CN(C(=O)Cc1ccc(O)cc1)CCO2,?
CCCN1C(C(C)=O)=C(OC(=O)CC)c2ccccc2S1(=O)=O,?
COc1ccc(C2Cn3nnc(-c4nc(-c5ccc(C(F)(F)F)cc5)no4)c3CO2)cc1 (configuration not stated),-7%
CCCc1cc(=O)[nH]c(SCc2nnc(-c3cc(OC)c(OC)c(OC)c3)o2)n1,1%
COc1cc(OC)c(OC)cc1CN1CCCC(c2nc(C)ncc2-c2ccc(F)cc2)C1 (configuration not stated),-4%
CN[C@H]1CCc2cc(OC)c(OC)c(OC)c2-c2ccc(N[C@@H]3CCCCNC3=O)c(=O)cc21,22%
O=C(C1CCCC1)N1CCCCC1c1nc(C2CC2)n[nH]1 (configuration not stated),47%
CCN(CC)c1cc(CCC(=O)NCc2cccs2)ccn1,26%
COc1ccc(C(=O)N2CCC(c3nn(-c4ccc(OC)cc4)c(=O)[nH]3)CC2)cc1,14%
CC(=O)N1CC2(Cc3ccccc31)CN(C(=O)C(C)(C)C)C2,?
O=C(C(=O)N1CCC(CNS(=O)(=O)c2ccc(F)cc2)CC1)c1cc2ccccc2o1,-12%
COC(=O)c1ccc(Oc2c(C)oc3cc(OC(=O)c4ccccc4F)ccc3c2=O)cc1,?
Cc1cccc(C)c1-c1nc(C(=O)NCc2ccc3c(c2)OCO3)n2ccccc12,-7%
COc1ccc(C(=O)N2CCC(Cc3nc(-c4cnccn4)no3)CC2)cc1OC,14%
CC(C)N1CCN(C(=O)C2CCN(C(=O)N3CC4CC(C3)[C@H]3CCCC(=O)N3C4)CC2)CC1 (some centres not stated),37%[activator]
O=C(CCCc1ccccc1)N1CCCC(Cc2nc(C3CCOCC3)no2)C1 (configuration not stated),10%
Cc1ccc(CN(C)C(=O)c2nn(Cc3ccccc3)c(=O)c3ccccc23)o1,-39%
Cc1ccc(S(=O)(=O)N2[C@@H](Cc3ccccc3)CO[C@H]2CC(=O)c2ccc(F)cc2)cc1,-12%
Cc1nc(C23CC4CC(CC(C4)C2)C3)co1,?
CC(Cn1cccn1)Nc1ccc(-c2nc(-c3ccccc3F)no2)cn1 (configuration not stated),24%
N#Cc1ccc(NC(=O)CNc2cc(S(=O)(=O)N3CCCCC3)ccc2N2CCCCC2)cc1,16µM*
C=CCNC(=O)N1CC[C@H]2CC(=O)N(CC(N)=O)CC[C@H]2C1,30%[176 µM]
Cc1noc(C)c1CCC(=O)NC1CCCc2c1[nH]c1ccc(F)cc21 (configuration not stated),-2%
CC(=O)c1cc(C(C)(C)C)cc(C(C)(C)C)c1,-4%
CON(C)C(=O)[C@H]1C[C@@H]2[C@H](C[C@@H](c3ccccc3)[C@H]1C)N(c1ccc(F)cc1)C(=O)N2CCCOc1ccccc1,?
Cc1ccc(CNC2(Cc3cc(CO)on3)COC2)o1,?
COc1ccc(F)cc1S(=O)(=O)N1CCc2nn(CC3CC3)c(=O)n2CC1,1%
CC(C)CN1C(=O)C2(CC(=O)Nc3[nH]ncc32)c2ccccc21 (configuration not stated),7%
COc1ccccc1-c1cnc(Nc2ccccc2)c2c1CCO2,27%[176 µM]
CC(=O)c1ccc(N2CCN(C(=O)c3nn(Cc4ccccc4)c(=O)c4ccccc34)CC2)c(F)c1,?
NCCC(=O)N1CCCC2(Cc3ccccc3CN2C(=O)c2ccccc2)C1 (configuration not stated),-1%[6.33 µM]
Cc1nc2c(c(-c3ccc(Cl)cc3)n1)CCN(C(=O)Cc1cccc(Cl)c1)CC2,24%
CCCN1CCCCC(NC(C)=O)C1=O (configuration not stated),-5%
CC(C)NC(=O)N1CCC2(CC1)C(=O)N(C)c1ccccc12,-1%
O=C(NC1CCCC1)c1cc(Cl)nc2ccccc12,-12%
CCOC(=O)C1=C(C)N=C2SCCC(=O)N2C1c1ccc(C(C)(C)C)cc1 (configuration not stated),?

# Overlap with the part before: four entries, then new ones.
SMILES,ALOX12 inh
CCCN1CCCCC(NC(C)=O)C1=O (configuration not stated),-5%
CC(C)NC(=O)N1CCC2(CC1)C(=O)N(C)c1ccccc12,-1%
O=C(NC1CCCC1)c1cc(Cl)nc2ccccc12,-12%
CCOC(=O)C1=C(C)N=C2SCCC(=O)N2C1c1ccc(C(C)(C)C)cc1 (configuration not stated),?
O=C1O[C@@H]2[C@H]3[C@@H]([C@H]1C[C@H]2O)N(c1ccccc1)C(=S)N3Cc1ccccc1,0%[176 µM]
CC1CCN(C(=O)c2ncn3c2C(=O)NC[C@@H]3C)CC1,15%
Cc1ccc(NC(=O)c2cnc3ccccc3n2)cc1F,3%
Cc1nc(C)n(CCNC(=O)[C@H]2CNC[C@@H](C(=O)N3CCOCC3)C2)n1,21%
CC(C)C[C@@H]1N[C@H](C(=O)NC(C)C)Cc2cn(Cc3ccccn3)c3cccc1c23,108%[activator][176 µM]
CCOC(=O)C(=O)CC(=O)c1ccc(Cl)cc1Cl,?
COc1ccc(-c2cc(N3CCN(C(=O)Cc4ccc(F)cc4)CC3)n[nH]2)cc1,-6%
O=C(CCCSc1nccc(C(F)(F)F)n1)c1ccc(F)cc1,-26%
COc1ccc(C(=O)NC(C)C(=O)N2CCN(c3ccccn3)CC2)cc1F (configuration not stated),15%
Cc1nnc(NC(=O)c2cc(-c3ccncc3)nc3ccccc23)s1,?

# Records listed so far shown as hits in ALOX12 inh.
SMILES,ALOX12 inh
CCOc1ccc(C=Nc2ccc(N(C)C)cc2)cc1,32µM*
CSCC[C@H](NC(=O)CSc1cc(Cl)ccc1Cl)c1nc2ccccc2[nH]1,45µM*
N#Cc1ccc(NC(=O)CNc2cc(S(=O)(=O)N3CCCCC3)ccc2N2CCCCC2)cc1,16µM*

# Other records:
SMILES,ALOX12 inh
Cc1[nH]c2ccccc2c1C(=O)C(C)OC(=O)c1ccc(F)cc1F (configuration not stated),-49%
O=C1NC[C@H](CCCCN2C[C@H](Cc3ccc(O)cc3)N(CCc3ccccc3)C(=O)C2=O)N(CCc2ccccc2)C1=O,-29%
Cc1cc(C)nc(-c2cccc3c2OC(CNC(=O)C2CCOC2)C3)n1 (configuration not stated),1%
COC[C@H]1NC(=O)CC[C@H]1C(=O)Nc1cccc(OC)c1,68%[activator]
COc1ccc(C2Cn3nnc(-c4noc(CCc5cccc(OC)c5)n4)c3CO2)cc1 (configuration not stated),1%
Cc1ccccc1-c1nc2cnccn2c1NCCC(=O)N(C)Cc1ccccc1,?
CCC(/C=N/NC(N)=O)=C\c1ccccc1,1%
COc1ccc(CN2CCN3C(=O)N(c4ccccc4)C[C@H]3C2)cn1,21%[176 µM]
CCC1(C(=O)NCc2ccc(C)cc2)CCCCC(=O)N1 (configuration not stated),-1%
CCCCn1c(=O)[nH]c(=O)c2c1nc(COC(=O)c1ccccc1)n2CCC(C)C,-10%

# Four of the compounds above, field by field.
smiles: COc1ccc(CN2CCN3C(=O)N(c4ccccc4)C[C@H]3C2)cn1
  ALOX12 inh = 21%[176 µM]
smiles: CCCCn1c(=O)[nH]c(=O)c2c1nc(COC(=O)c1ccccc1)n2CCC(C)C
  ALOX12 inh = -10%
smiles: Cc1cc(C)nc(-c2cccc3c2OC(CNC(=O)C2CCOC2)C3)n1 (configuration not stated)
  ALOX12 inh = 1%
smiles: COc1ccc(C2Cn3nnc(-c4noc(CCc5cccc(OC)c5)n4)c3CO2)cc1 (configuration not stated)
  ALOX12 inh = 1%

# Continued:
SMILES,ALOX12 inh
CCS(=O)(=O)N1C[C@@H]2C(=O)N(CCC3CCN(C(C)C)CC3)C(=O)[C@@H]2C1,53%[activator]
CCOc1ccccc1C(=O)N1[C@@H]2CC[C@H]1CC(NC(=O)c1cnc(C)cn1)C2 (some centres not stated),48%[activator]
O=C(C1CC1)N1CCCC(Cc2noc(-c3ccccc3)n2)C1 (configuration not stated),31%
COc1cccc(NC(=O)N2CCC(N(C)C(C)C)CC2)c1,-5%

# Source: PubChem
